Shn3 inh set2: reduces Shn3 3'UTR luciferase signal in osteoblasts; AID 588674; 360,000 tested, 0.52% active; inhibition, % at 12.5 µM; Clone20 osteoblast Shn3 3'UTR firefly luciferase, 24 h;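 active = mean inhibition of at least 75% with every replicate also reaching 75%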;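 note: 0% = median of neutral control wells and 100% = pilot-screen positive control compound; some compounds past the cut are filed as inactive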
KKLEB tox: reduces viability of KKLEB cystic fibrosis airway cells; AID 602141; KKLEB CF airway cells viability, ATPlite luminescence, overnight; active compounds read low; cells stimulated with P. aeruginosa culture filtrate; activity change (cytotoxicity), % at 5 µM; 360,000 tested, 0.36% active;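 active = corrected activity change at or below -50% at 5 µM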
MITF TRPM1 inh: MITF TRPM1 promoter inhibition in SK-MEL-5 cells; SK-MEL-5 TRPM1 promoter luciferase, 24 h; inhibition, % at 12.5 µM; 330,000 tested, 0.83% active; AID 488899;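 active = mean inhibition across replicates of 60% or more, whatever share of single replicates reaches that level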; note: values of inactives mirror those of a sister screen read the other way
aDG glyco up: alpha-DG glycosylation activation. Pro5-aDG cells, alpha-DG glycosylation AlphaScreen (IIH6); 0% Pro5, 100% B10-LARGE cell signal. activation, % at 10 µM. 360,000 tested, 0.22% active;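 active = activation of at least 8% versus controls, or a plate z-score of at least 8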;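 note: Pro5 are CHO cells carrying HIG-tagged alpha-DG that lacks glycosylation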
NR2E3 ag-1: human photoreceptor-specific nuclear receptor agonism; Q9Y5X4; CHO-S Gal4-NCOR/VP16-NR2E3 two-hybrid, luciferase; inhibition of corepressor binding, % at 3.98 µM; 360,000 tested, 0.35% active; AID 602229;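 active = inhibition above the mean of all tested compounds plus 3 SD, cut at about 70% in these data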;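 note: 0% = DMSO with NR2E3 transfected cells and 100% = cells lacking NR2E3 construct; higher means lower luciferase signal from less NR2E3 corepressor binding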
Target sequence (Q9Y5X4 whole entry, looked up, the tested form may be a part): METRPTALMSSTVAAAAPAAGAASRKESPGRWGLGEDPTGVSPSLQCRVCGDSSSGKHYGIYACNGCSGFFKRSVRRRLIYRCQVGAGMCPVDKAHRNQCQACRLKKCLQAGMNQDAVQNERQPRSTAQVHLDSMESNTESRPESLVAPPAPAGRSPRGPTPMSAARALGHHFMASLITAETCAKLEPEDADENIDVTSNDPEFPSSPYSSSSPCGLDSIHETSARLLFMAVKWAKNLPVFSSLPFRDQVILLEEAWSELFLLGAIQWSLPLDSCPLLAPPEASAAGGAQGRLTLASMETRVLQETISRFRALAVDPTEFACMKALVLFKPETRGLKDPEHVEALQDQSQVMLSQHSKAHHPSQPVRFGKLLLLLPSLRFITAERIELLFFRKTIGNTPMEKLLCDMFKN
HIF-2a block: blocks HIF-2a reporter activity | 786-0 RCC cells HIF-2a reporter, luciferase luminescence, overnight | inhibition, % at 18.8 µM | 360,000 tested, 0.72% active;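 active = inhibition of the luminescence signal of 40% or more relative to plate controls, in a single-dose primary screen at 18.75 µM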
NR2E3 ag-2: NR2E3 (human) agonism | Q9Y5X4 | GST-NR2E3/biotin-RetCOR TR-FRET, 1536-well | inhibition of corepressor binding, % at 4.78 µM | 320,000 tested, 0.12% active | AID 2300;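 active = percent inhibition above the cutoff of mean plus 3 SD of all tested compounds, set per screening campaign, cut at about 20% in these data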;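 note: 0% = DMSO wells and 100% = biotin wells as full block of FRET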
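Material – GST-tagged NR2E3 plus biotinylated RetCOR corepressor · Quantity – NR2E3 fusion 1.35 nM · Times – 5 h incubation at 4 °C · Medium – pH 7.5 Tris-based buffer · Technique – TR-FRET, Eu(K)-anti-GST donor, streptavidin-D2 acceptor, ex 340, em 617/671 nm · Benchmarks – high control biotin, low control 0.6% DMSO · Format – 1536-well plates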
CF NFkB inh: inhibitors of cystic fibrosis induced NF-kB; KKLEB NF-kB-GFP reporter, PAF-induced, GFP fluorescence overnight; inhibition, % at 5 µM; 360,000 tested, 0.86% active; AID 588850;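 active = at least 50% inhibition at 5 µM, scaled per plate between neutral and stimulator controls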;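 note: PAF is a Pseudomonas aeruginosa culture filtrate used as stimulus; plate controls were PAF-stimulated DMSO wells for no effect and unstimulated DMSO wells for full effect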
Peg3 promoter: Peg3 promoter activity inhibition. HeLa PEG-Prom luciferase reporter, luminescence, overnight. 360,000 tested, 1.7% active. inhibition, % at 20 µM. AID 588405;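 active = inhibition of at least 50% at 20 µM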
TWEAK-Fn14 inh: inhibitors of TWEAK-Fn14 interaction signaling. TWEAK-stimulated Fn14 reporter cells, luciferase luminescence, 8 h. inhibition, % at 10 µM. 360,000 tested, 2% active. AID 1159606; in the data active = inhibition above about 50%
iPSC survival up: increases survival of single human iPS cells | hiPSC single-cell survival, ATPlite luminescence; 100% = ROCK inhibitor wells, 0% = DMSO | survival enhancement, % at 20 µM | 360,000 tested, 0.044% active; in the data active = survival enhancement above about 18%;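 note: cells exposed to compounds for 16 hours before the ATP read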
* hit, by the source's call; · = no result given; & = joins results of further samples.

SMILES	Shn3 inh set2	KKLEB tox	MITF TRPM1 inh	aDG glyco up	NR2E3 ag-1	HIF-2a block	NR2E3 ag-2	CF NFkB inh	Peg3 promoter	TWEAK-Fn14 inh	iPSC survival up
COc1cccc(C(C(=O)Nc2ccc(F)cc2)N(C(=O)Cn2nnc3ccccc32)C2CC2)c1 (stereo not drawn)	-11	11	-11	-0.2	-3	13	3	10	17	6	-0.5
COc1cccc(/C=N/NC(=O)C[n+]2ccccc2)c1O	-20	-6	11	-0.1	-18	10	-3	4	4	4	-2.3
Cc1ccc(-n2c(SCC(=O)NCc3ccco3)nc3c([nH]c4ccccc43)c2=O)cc1	-4	-9	·	0.0	-32	-32	2	2	-10	-3	-0.4
O=C(c1ccoc1)N1CCCC(CO)(CCCc2ccccc2)C1 (stereo not drawn)	-10	-11	1	0.0	-43	6	-3	11	0	-3	-0.1
CC(=O)c1ccc(NC(=O)C2=CC(c3ccco3)=NS(=O)(=O)N2C)cc1	4	-1	-7	0.1	-20	-34	0	-7	-26	9	0.4
O=C(CCCCCN1C(=O)c2cccc3cccc(c23)C1=O)NCCO	24	1	-5	-0.1	-11	-24	-1	-2	-11	-29	-1.8
COc1ccc(OC)c(C(=O)CSc2nnc(Cc3cccs3)n2C)c1	6	-1	-7	0.1	-14	8	1	5	3	-17	3.4
Cc1ccc2c(C)c(C(=O)N3CCN(C4CCS(=O)(=O)C4)CC3)oc2c1C (stereo not drawn)	-9	-1	3	-0.3	1	-21	1	18	-20	-8	-0.1
Cn1c(C(=O)Nc2ccc3c(c2)OCCO3)cc2sccc21	-11	2	-36	0.5	-98	-241	-2	-27	-199	23	-4.8
CCCNC(=S)N1CCN(c2nc(-c3ccc(C)cc3)cs2)CC1	18	-3	16	0.3	31	-26	-2	-12	12	18	-0.5
COc1ccc(Cc2nnc(NC(=O)Cn3cnc4c3c(=O)n(C)c(=O)n4C)s2)cc1OC	2	-11	0	-0.2	9	-1	-1	-3	-5	13	2.3
C#CCN(C[C@H]1[C@H](OC(=O)NC2CC2)[C@H](OC(=O)NC2CC2)C[C@H]2C(=O)N(c3ccccc3)C(=O)[C@@H]12)S(=O)(=O)c1ccc(C)cc1	-14	6	·	0.1	-20	-7	·	6	1	-26	-0.6
CC(C(=O)N1c2ccccc2CCc2ccccc21)n1nnc(-c2ccc(N(C)C)cc2)n1 (stereo not drawn)	-7	10	3	-0.4	-13	-19	0	2	-2	16	-2.5
CC(=O)Nc1cccc(OCC(=O)Nc2cccc(S(=O)(=O)N3CCCC3)c2)c1	39	5	-4	0.0	11	5	·	14	7	10	0.6
COC(=O)[C@@H]1[C@H](CCc2ccccc2)NC(=O)N(Cc2ccccc2)[C@@H]1C	-6	-1	9	0.3	-7	16	3	4	17	8	2.1
O=[N+]([O-])c1ccc(Cl)cc1NCC1CCCO1 (stereo not drawn)	-12	3	-2	0.0	10	5	-1	-1	-1	3	0.0
O=C(Nc1nccs1)c1cc(-c2ccccn2)nc2c(Cl)cccc12	2	-22	6	0.0	-33	12	-81	29	3	2	0.0
CCCCOP(=O)(c1ccc(N(C)C)cc1)C(O)c1ccc(N(C)C)cc1 (stereo not drawn)	-29	-6	5	0.2	11	10	-2	-1	12	15	-0.2
Cn1cccc1C(=O)Nc1nc(-c2ccccn2)cs1	-48	2	-14	3.8	-29	-194	-3	-10	-156	7	-0.9
Nc1nc(SCC(=O)Nc2cc(S(=O)(=O)N3CCOCC3)ccc2Cl)n[nH]1	11	-3	5	0.0	8	13	-1	-2	-2	24	-0.4
CCN(CC)C(=O)c1cn(C)c(=O)c2cc(OC)c(OC)cc12	-16	-7	21	0.0	-12	3	5	9	0	-10	-1.7
N#Cc1ccc(C(=O)OCC(=O)Nc2ccc(N3CCOCC3)cc2)cc1	6	-7	9	0.0	-5	4	-1	8	2	2	-0.4
Cc1nnc(SC(C)C(=O)Nc2ccc(S(=O)(=O)N3CCCCC3)cc2)s1 (stereo not drawn)	3	10	10	-0.1	-8	19	3	-7	19	-10	-0.7
CCC(=O)c1cn([C@@H](CCC(OC)OC)CC(=O)OC(C)(C)C)cc1CC	6	-4	-7	0.4	-7	10	2	-11	-3	-3	-1.9
O=c1[nH]nc(SCCS(=O)(=O)c2ccc(F)cc2)n1-c1ccccc1	·	-11	·	0.1	24	-13	0	2	-9	8	1.5

The listing continues:
SMILES	Shn3 inh set2	KKLEB tox	MITF TRPM1 inh	aDG glyco up	NR2E3 ag-1	HIF-2a block	NR2E3 ag-2	CF NFkB inh	Peg3 promoter	TWEAK-Fn14 inh	iPSC survival up
CC(=O)N(c1ccccc1)c1nnc(-c2cnc(C)cn2)s1	-70	-5	-92	-0.2	-96	-230	-3	-7	-274	24	-0.3
O=Cc1c[nH]c2ncccc12	2	-1	0	0.1	-4	14	0	9	-13	6	0.6
CC(C)[C@H](N)C(=O)OCCOCn1cnc2c(=O)[nH]c(N)nc21	-6&-7	-16&11	1&2	-0.1&0.6	-5&8	-2&-8	-2&2	6&9	12&17	2&-7	-1.3&1.0
Cc1cc(NC(=O)CN2CCCC2c2nc3ccccc3s2)no1 (stereo not drawn)	-12	-2	10	-0.1	-11	-13	1	7	-13	19	-1.1
Cc1ccnc(NC(=O)c2cccc(S(=O)(=O)NCc3ccccc3)c2)c1	-14	8	-15	0.2	-18	-30	5	-2	-1	-12	0.2
CCc1nc2ccc(C(=O)N3CCN(C(=O)c4ccco4)CC3)cn2c1N(C)Cc1nccn1C	9	1	·	0.3	-18	-1	·	4	8	16	-1.5
CC1(C)Cc2c(cnn2-c2ccccc2)C(NC(=O)CCCN2CCCCC2=O)C1 (stereo not drawn)	9	17	0	-0.3	-32	9	3	9	14	-8	-0.3
O=c1[nH]c(CSc2nc3ccccc3[nH]2)nc2c1cnn2-c1ccccc1	25	7	-12	1.6	11	9	1	-5	7	34	-1.0
COC(=O)/C(=C\Nc1ccc(OC)cc1)NC(=O)c1ccc(Cl)cc1Cl	-6	0	-3	0.0	-32	-17	1	-2	-20	44	1.9
Cn1c(SCC(=O)NC2CCCCC2)nnc1-c1ccncc1	1	3	-6	-0.1	-12	-2	4	8	-3	17	-0.1
Cc1onc(-c2ccccc2)c1C(=O)N1CCN(S(=O)(=O)c2ccc(Cl)cc2)CC1	9	-7	-13	-0.1	-10	14	-2	3	19	-13	0.1
CC(Sc1nnc(-c2ccco2)o1)C(=O)Nc1ccc(OC(F)F)cc1 (stereo not drawn)	-7	5	·	-0.1	-14	-8	·	-1	-2	-3	-0.4
S=C1NC(c2ccccc2)=NCN1c1ccc(Br)cc1	-25	6	-12	0.0	-35	-131	0	-5	-79	-15	1.7
CCCCN1C(=O)C(NC(=O)C2CC2)(C(F)(F)F)C2=C1CC(C)(C)CC2=O (stereo not drawn)	-9	-2	10	0.0	12	1	-1	7	3	10	3.0
CC(=O)C1=C(C)Nc2ncnn2C1c1ccc(Cl)cc1Cl (stereo not drawn)	11	-23	1	0.1	13	13	-1	7	-3	23	0.1
COC(=O)c1ccccc1NC(=O)CSc1nnc(-c2ccoc2C)n1C	-1	4	-19	-0.1	9	5	-1	-8	-1	5	0.5
O=C(Nc1cccc(Cl)c1)c1cccnn1	-25	6	-11	0.0	-7	-47	1	-5	-42	-18	-0.5
CCOC(=O)c1c(S(=O)(=O)NCC(=O)Nc2cccc(F)c2)c(C)n(C)c1C	-6	-10	5	-0.2	-9	5	1	18	0	-2	-0.1
NS(=O)(=O)c1cccc(NC(=O)COC(=O)CN2C(=O)c3ccccc3C2=O)c1	-11	-6	4	-0.1	0	5	4	-6	2	5	-1.2
O=C(COC(=O)c1cccc([N+](=O)[O-])c1)Nc1ncc(Br)s1	1	-1	3	-0.2	1	4	·	36	-8	-8	-3.8
CCN(CC)C(=O)c1cccc(-c2csc(C(O)c3ccc(F)c(F)c3)n2)c1 (stereo not drawn)	4	-6	·	0.8	27	5	·	-2	10	25	4.1
Nc1cc(-c2ccc(Br)cc2)nc2cc(-c3ccccc3)nn12	-7	-2	-9	0.6	-20	-166	4	-37	-127	-21	4.7
C=CCn1cnc2c(c1=O)c1nc3ccccc3nc1n2/N=C/c1cccc(OC)c1OC	-13	-1	-36	-0.6	-4	-35	1	-49	61*	11	-1.7
O=C(O)c1ccccc1C(=O)NC1CCCc2ccccc21 (stereo not drawn)	-8	-1	-7	0.1	-6	21	-1	-4	-1	4	0.3
O=C(c1oc(=O)c2ccccc2c1-c1ccccc1)N1CCN(C2CCCCC2)CC1	-4	5	·	0.1	-20	4	2	24	9	-11	1.6

Later entries:
SMILES	Shn3 inh set2	KKLEB tox	MITF TRPM1 inh	aDG glyco up	NR2E3 ag-1	HIF-2a block	NR2E3 ag-2	CF NFkB inh	Peg3 promoter	TWEAK-Fn14 inh	iPSC survival up
C[C@@H]1CN([C@@H](C)CO)C(=O)CCCn2nncc2CO[C@H]1CN(C)S(=O)(=O)c1ccc(Oc2ccccc2)nc1	4	1	·	0.3	-11	8	·	-37	3	10	-2.2
O=S(=O)(NC1CCCCC1Oc1ccccc1)c1ccc(Cl)cc1 (stereo not drawn)	-15	-10	-9	-0.1	-18	28	0	8	34	24	0.2
CC1CC(C)(C)NC(=S)N1CCC(=O)NCCc1ccc(Cl)cc1 (stereo not drawn)	17	0	-1	0.2	-11	14	-1	5	-1	11	-0.6
COc1ccc(-c2ccc3oc(-c4ccsc4)cc3c2)cc1	-70	-9	-50	-0.2	11	-99	-1	-23	-90	-19	1.1
Cc1ccccc1NC(=S)c1ccc2ccccc2n1	-112	-10	-28	0.0	-35	-201	0	-17	-273	-2	0.3
CC(=O)c1ccc(-c2ccc(C(=O)NCC(c3ccco3)N(C)C)o2)cc1 (stereo not drawn)	-82	-7	-24	-0.1	-75	-129	·	-11	-223	3	3.4
Cc1cc(C)c(-c2cc(NC(=O)CSc3n[nH]c(N)n3)n(-c3ccccc3)n2)cc1C	15	1	-14	0.2	-36	-25	0	4	-10	7	7.4
C#CC(C)(C)NC(=S)NC1CC2C=CC1C2 (stereo not drawn)	38	2	11	-0.1	15	7	1	-21	4	-1	-0.5
CCOC(=O)N1CCC2(CC1)C(C#N)=C(N)Oc1n[nH]c(CSc3ccc(C)cc3)c12	-26	5	7	-0.1	2	2	2	-14	2	-1	-1.7
O=C(NCC(c1ccco1)N1CCCC1)c1cccc(S(=O)(=O)N2CCOCC2)c1 (stereo not drawn)	-9	-5	4	0.3	5	15	3	9	12	3	0.4
COc1ccccc1C(=O)NCCCN1CCCC1=O	-1	0	5	0.2	5	12	1	-13	10	4	4.7
Cc1nnc2sc(SCC(=O)N3CCc4ccccc43)nn2c1=O	-14	-10	7	-0.1	20	3	·	5	1	4	-0.5

Some of the entries so far, bar-delimited.
Molecule | Shn3 inh set2 | KKLEB tox | MITF TRPM1 inh | aDG glyco up | NR2E3 ag-1 | HIF-2a block | NR2E3 ag-2 | CF NFkB inh | Peg3 promoter | TWEAK-Fn14 inh | iPSC survival up
O=C(Nc1cccc(Cl)c1)c1cccnn1 | -25 | 6 | -11 | 0.0 | -7 | -47 | 1 | -5 | -42 | -18 | -0.5
COc1ccc(-c2ccc3oc(-c4ccsc4)cc3c2)cc1 | -70 | -9 | -50 | -0.2 | 11 | -99 | -1 | -23 | -90 | -19 | 1.1

Screening results as filed in PubChem.
